Assay outcomes (PubChem)
EPAC1 antag – qHTS for Antagonist of cAMP-regulated guanine nucleotide exchange factor 3 (EPAC1): primary screen; hit rate 0.14% among 360,000; Rap guanine nucleotide exchange factor 3 (Homo sapiens), O95398; Potency, µM (doses to about 115 µM), for the others: at the highest dose activity change, negative = inhibition, hits mostly inhibitors; EPAC1 GEF assay, Rap1b-BODIPY-GDP exchange fluorescence;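 also: potency is read from the fitted curve at half-maximal effect; plate controls were vehicle for no effect and positive control for full effect; nearly all actives have a fitted effect of over 50% in size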
IL-2 act – qHTS of IL-2 Activators. IL-2 activation reporter assay, cell-based qHTS; stimulated with anti-CD3/CD4/CD28 beads; in transgenic mouse T cells. activation, % (series mostly up to about 46 µM). hit rate 0.065% among 360,000; in the data active = activation above about 50%; inconclusive = mostly about 30% to 49%; also: 0% is about no effect
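First, unstimulated transgenic mouse T cells were exposed to compound for 60 min. Next, anti-CD3/anti-CD4-coated beads with anti-CD28 were added. Finally, after 18 h at 37 degrees C, EGFP and DsRed were imaged.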
EPAC1 ag – qHTS for Agonist of cAMP-regulated guanine nucleotide exchange factor 3 (EPAC1): primary screen | EPAC1 agonist qHTS, biochemical assay; response scale: 100% = response to 6.5 mM cAMP | Potency, µM (doses to about 154 µM), for the others: top-dose activation, actives largely listed as activators | Rap guanine nucleotide exchange factor 3 (Homo sapiens), O95398 | hit rate 0.073% among 360,000; also: potency is read from the fitted curve at half-maximal effect; nearly all actives have a fitted effect of over 60% in size
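Multi-concentration qHTS readout: loss of Rap1B-bound BODIPY-GDP fluorescence driven by 100 nM EPAC1 with excess GDP (50 uM), monitored kinetically at room temperature; agonist response expressed relative to 6.5 mM cAMP.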
CCT modulator – High-Throughput Screening for Modulators of Cytosolic Chaperonin Activity; activity change, % (no concentration beside the values), hits read low; hit rate 0.3% among 360,000; AID 651819, 2012; purified chaperonin ATPase assay, HTRF ADP detection, 30 min; in the data active = activity change below about -30%; also: % is scaled to controls: 0 for no effect and ±100 for the full control effect
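TRiC (40 or 20 nM final, by batch activity) in 30 mM Tris pH 7.4, 100 mM KCl, 5 mM MgCl2, 1 mM DTT was treated with compound at 76 uM single dose, then 10 uM ATP, 30 min at 37 °C. ADP was read by HTRF Transcreener.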
PI5P4Ka inh – qHTS for Inhibitors of phosphatidylinositol 5-phosphate 4-kinase (PI5P4K); hit rate 1.2% among 330,000; AID 652105, 2013; Phosphatidylinositol 5-phosphate 4-kinase type-2 alpha (Homo sapiens), P48426; PI5P4Kalpha enzyme, ADP-Glo luminescence, 60 min; active compounds read low; max response, %; active = max response of -50% or lower; inconclusive = between -30% and -50%; inactive = -30% or higher; also: value at the top dose of about 77 µM; % is scaled to controls: 0 for no effect and ±100 for the full control effect
Target sequence (P48426 whole entry, looked up): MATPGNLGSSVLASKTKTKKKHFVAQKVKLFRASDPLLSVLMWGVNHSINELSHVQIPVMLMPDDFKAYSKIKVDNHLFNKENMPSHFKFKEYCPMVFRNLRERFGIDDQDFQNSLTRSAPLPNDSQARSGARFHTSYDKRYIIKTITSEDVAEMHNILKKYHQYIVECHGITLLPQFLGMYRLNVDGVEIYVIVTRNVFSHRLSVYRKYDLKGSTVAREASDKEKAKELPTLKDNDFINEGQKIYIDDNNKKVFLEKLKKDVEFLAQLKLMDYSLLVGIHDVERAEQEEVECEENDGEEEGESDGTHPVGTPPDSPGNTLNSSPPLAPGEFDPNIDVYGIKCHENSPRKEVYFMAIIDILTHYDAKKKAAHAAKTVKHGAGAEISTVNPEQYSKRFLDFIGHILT
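Enzyme plus substrate dispensed, test compounds pinned in, then ATP (5 microM final) added. After 60 min at RT, ADP-Glo reagent 1 for 45 min and reagent 2 for 30 min preceded luminescence imaging.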
WRN inhibitor – qHTS for Inhibitors of WRN Helicase. Bifunctional 3'-5' exonuclease/ATP-dependent helicase WRN (Homo sapiens), Q14191. hit rate 0.46% among 360,000. Potency, µM (top dose mostly 114 µM), for the others: at the highest dose activity change, negative = inhibition, most hits filed as inhibitors. AID 651768, 2012. WRN helicase unwinding, fluorescent forked duplex, kinetic; also: potency is read from the fitted curve at half-maximal effect; % is scaled to controls: 0 for no effect and ±100 for the full control effect; nearly all actives have a fitted effect of over 55% in size
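Kinetic red-fluorescence monitoring (525/598 nm) tracks WRN helicase activity after 100 nM fluorophore-quencher forked duplex and 2 mM ATP are added to 20 nM enzyme pretreated 15 min at room temperature with compound.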
EPAC2 ag – qHTS for Agonist of cAMP-regulated guanine nucleotide exchange factor 4 (EPAC2): primary screen. Rap guanine nucleotide exchange factor 4 (Homo sapiens), Q8WZA2. EPAC2 activation, biochemical qHTS; response scale: 100% = 6.5 mM cAMP response. Potency, µM (highest dose often 154 µM), without a hit: top-dose activation, actives largely listed as activators. hit rate 0.079% among 360,000. AID 720711, 2013; also: potency is read from the fitted curve at half-maximal effect; nearly all actives have a fitted effect of over 50% in size
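Nucleotide exchange monitored as fluorescence drop when BODIPY-GDP leaves Rap1B. Reaction: 100 nM EPAC2, 250 nM RAP1B-BODIPY-GDP, 50 uM GDP, room temperature, kinetic read over 30 min. Activity expressed relative to 6.5 mM cAMP.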
PLK1 PBD block – qHTS for Inhibitors of PLK1-PDB (polo-like kinase 1 - polo-box domain): Primary Screen; Serine/threonine-protein kinase PLK1 (Homo sapiens), P53350; Plk1 PBD binding of FITC phosphopeptide, fluorescence polarization; Potency, µM, without a hit: max response, negative = inhibition, actives largely listed as inhibitors; hit rate 2.8% among 360,000; AID 720504, 2013; also: potency is read from the fitted curve at half-maximal effect; series mostly up to about 57 µM; % is scaled to controls: 0 for no effect and ±100 for the full control effect; nearly all actives have a fitted effect of over 65% in size
Target sequence (P53350 whole entry, looked up, the tested form may be a part): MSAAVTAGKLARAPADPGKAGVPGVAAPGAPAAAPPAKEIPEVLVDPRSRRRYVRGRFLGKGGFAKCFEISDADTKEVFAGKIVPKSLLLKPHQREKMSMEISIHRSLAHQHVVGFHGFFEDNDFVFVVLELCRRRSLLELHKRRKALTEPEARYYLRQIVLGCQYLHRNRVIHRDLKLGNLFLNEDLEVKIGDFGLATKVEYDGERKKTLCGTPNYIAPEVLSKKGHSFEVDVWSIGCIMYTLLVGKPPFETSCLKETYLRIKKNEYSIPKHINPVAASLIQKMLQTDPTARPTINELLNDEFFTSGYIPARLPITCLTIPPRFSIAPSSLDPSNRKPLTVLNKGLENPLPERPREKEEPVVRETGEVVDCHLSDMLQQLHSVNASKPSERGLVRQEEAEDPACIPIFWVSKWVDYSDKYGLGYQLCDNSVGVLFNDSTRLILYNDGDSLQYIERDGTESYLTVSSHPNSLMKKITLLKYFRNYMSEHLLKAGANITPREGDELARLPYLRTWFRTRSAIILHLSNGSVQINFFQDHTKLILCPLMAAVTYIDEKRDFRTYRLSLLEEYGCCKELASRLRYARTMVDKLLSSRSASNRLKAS
* = called active by the depositor; ? = inconclusive; nt = no result given; & = joins results of further samples; [ ] = another dose, or the depositor's remark. Unless noted, calls follow the shape of the dose curve; as a rule, active = well fitted curve in the direction sought with a large enough effect; inconclusive = small, poorly fitted or top-dose-only effect, or another doubt; inactive = no such curve, though single readings can be large; an effect the other way counts as inactive or inconclusive. The list is partial; count on the stated rates, not on these rows.

Compound	WRN inhibitor	EPAC2 ag	EPAC1 antag	EPAC1 ag	IL-2 act	PLK1 PBD block	PI5P4Ka inh	CCT modulator
O=C(COC(=O)c1c(Cl)cccc1Cl)NC1CCCCC1	-7%	2%	-23%	3%	0.2	2%	-1	1.5
Cc1cc(C(=O)OCC(=O)NNC(=O)c2cccs2)ccc1[N+](=O)[O-]	-16%	11%	-5%	3%	0.3	-2%	10	1.2
C/C(N)=C(/C#N)C(=O)CSc1nn(-c2ccc(Cl)cc2)c(=S)s1	-11%[11.6 µM]	16%	-19%	19%	0.3	-9%	-23	-1.1
O=C(OCC(F)(F)C(F)F)c1ccccc1C(=O)Oc1ccc(F)cc1F	19%	14%	-19%	16%	-0.1	-4%	nt	-1.0
CC(=O)Nc1ccc(-c2ccnc3c2CC(C)(C(=O)NCc2ccncc2)O3)cc1 (configuration not stated)	-3%	3%	-16%	2%	0.1	-4%	-2	-0.2
COc1ccc(/C=C/C(=O)Nc2ccccc2C(F)(F)F)cc1OC	-2%	0%	-1%	-5%	-5.0	-24%	6	-0.1
O=C(CN1CCN(c2ccc(F)cc2)CC1)Nc1ccc2c(c1)OCCO2	1%	5%	-8%	2%	0.0	-6%	-10	-1.1
Cc1ccc(S(=O)(=O)Nc2cnn(-c3ccccc3)c(=O)c2Cl)cc1	9%	6%	18%	-4%	0.4	-1%	4	-2.4
O=[N+]([O-])c1cc(-c2nnc(Nc3ccccc3)c3ccccc23)ccc1N1CCOCC1	-4%	1%	?	3%	-4.6	4%	1	-0.3
COc1cc(C2C(C#N)=C(N)Oc3c2ccc2ccccc32)ccc1OCC(=O)Nc1ccc(C)cc1 (configuration not stated)	-8%	8%	0%	5%	-1.4	2%	0	1.5
O=C(Cn1cnc2c(cnn2-c2ccc(F)cc2)c1=O)NCc1ccco1	-2%	0%	2%	-12%	-0.1	-2%	1	1.8
COC(=O)c1ccc(C(=O)NC2CCCc3c2cnn3-c2ccc(C)c(C)c2)cc1 (configuration not stated)	1%	-7%	9%	-27%	0.0	1%	2	-1.9
CC(OC(=O)CCCN=C1NS(=O)(=O)c2ccccc21)C(=O)Nc1ccc(F)c(F)c1F (configuration not stated)	7%	9%	8%	-2%	-4.0	-1%	1	-0.7
Cc1cc(NC(=O)CCC(=O)N(c2ccc(F)cc2)C2(C(=O)NC3CCCCC3)CCCC2)no1	-1%	4%	2%	2%	-2.9	-7%	16	0.8
Cc1oc(-c2ccccc2F)nc1CSCC(=O)NC1CC1	1%	5%	-15%	-16%	0.2	27µM*	-6	0.0
CSc1oc(-c2ccco2)nc1S(=O)(=O)c1ccccc1	-9%	11%	-13%	-10%	0.2	-25%	-17	-2.2
Cc1cc(C)cc(OCC(=O)OCC(=O)N2CC(=O)Nc3ccccc32)c1	-12%	-4%	5%	-2%	-2.5	1%	2	0.3
CCOc1ccc(CNc2ccc(N3CCOCC3)c(C(=O)O)c2)cc1	3%	2%	10%	-13%	0.5	-3%	0	-2.4
CC(C)C1Oc2ccccc2N(CC(=O)N(Cc2ccccn2)C2CC2)C1=O (configuration not stated)	3%	5%	3%	1%	-3.8	-24%	1	0.6
Cn1c(N)c(C(=O)COC(=O)/C=C/c2cccc(Br)c2)c(=O)n(C)c1=O	-2%	8%	-2%	-10%	0.5	-9%	-1	-5.6
O=C(NCCc1ccccc1)c1ccnc(/C=N/O)c1	-9%	5%	-3%	1%	0.0	-20%	nt	0.2
O=C(NCc1ccccc1F)C(=O)NCC1CCCN1S(=O)(=O)c1ccccc1 (configuration not stated)	7%	7%	-13%	4%	-0.6	1%	2	0.9
O=C(CCC(=O)c1cccs1)NCc1ccc(F)cc1	-2%	-3%	-2%	2%	7.7	3%	3	-0.4
O=[N+]([O-])c1ccc2nc(CN3CCCCC3)[nH]c2c1	-6%	1%	-16%	9%	1.0	-3%	0	2.0
C/C(=N\NC(=O)C(c1ccncc1)N1CCOCC1)c1ccc(Br)cc1 (configuration not stated)	-5%	?	-15%	-2%	-3.7	-21%	10	-1.1
O=c1cc(Br)c(O)c(Br)cc1Br	?	0%	-14%	-2%	1.7	21µM*	?	0.5
O=C(CCc1ccc(S(=O)(=O)N2CCOCC2)cc1)Nc1ccc(F)c(F)c1F	3%	6%	-15%	0%	1.5	-7%	8	-0.4
Cc1nc2scc(C)n2c(=O)c1S(=O)(=O)NCc1ccc(F)cc1	-4%	14%	11%	10%	-0.1	-10%	-10	-0.2
CC(=O)Nc1cc(C)ns1	-3%	0%	9%	-7%	-0.2	-9%	4	0.1
O=C(Nc1ccc(Cl)cc1)Nc1ccccc1Sc1ncc([N+](=O)[O-])s1	-23%	3%	-14%	-1%	-3.7	8.4µM*	?	-0.9
Cc1cc(NC(=O)CSc2nc3cc(Cl)ccc3s2)no1	11%	4%	-4%	6%	-4.6	-11%	-1	-2.1
CCN(C(=O)CN1CCCCC1)c1c(N)n(Cc2ccccc2)c(=O)[nH]c1=O	-1%	4%	-8%	4%	0.5	4%	2	0.5
CCOC(=O)CCc1c(C)nc2c(c(C)nn2-c2ccccc2)c1C	-2%[57.1 µM]	5%	1%	8%	-0.9	-4%	11	-1.0
O=C1N[C@@H](Cc2c[nH]c3ccccc23)C(=O)N[C@H]1Cc1ccccc1	2%	2%	-20%	1%	0.9	4%	3	0.5
O=C(Nc1cccc(F)c1)c1ccc(S(=O)(=O)N2CCCC2)cc1	-7%	16%	-20%	-12%	-0.7	3%	1	-1.6
CCN(CC)C(=O)c1cccc(-c2ccc(OC)cc2)c1	9%	1%	2%	-15%	0.4	1%	2	0.6
CCC(C)Sc1ccc([C@H]2N[C@@](Cc3ccccc3)(C(=O)OC)[C@H]3C(=O)N(CC)C(=O)[C@@H]23)cc1OC (some centres not stated)	-12%	-3%	-33%	-16%	-4.8	-1%	7	-11
Cc1cc(O)c(NC(=O)c2ccc(C)c([N+](=O)[O-])c2)cc1C	5%[57.1 µM]	9%	-11%	-3%	0.8	-2%	-3	1.3
CN(CC(=O)NCCN1CCOCC1)S(=O)(=O)c1ccc(Cl)cc1	-16%	7%	-5%	-7%	-1.1	-7%	5	0.0
COc1ccc(-n2nc(C(=O)NCC(=O)NCc3ccc(F)cc3)c3ccccc3c2=O)cc1OC	-21%	4%	-8%	14%	-0.6	-13%	1	-0.3
CC(C)c1nn2c(=O)cc(COc3cccc(NC(=O)c4ccco4)c3)nc2s1	-4%	-4%	-10%	-9%	-2.8	24µM*	-15	-2.3
O=C(Nc1ccc(F)c(Cl)c1)C1Cc2c(-c3ccc(Cl)cc3)ccnc2O1 (configuration not stated)	-11%	3%	-22%	-8%	0.3	-11%	1	1.4
Cc1ccc(S(=O)(=O)N(C)CC(=O)OCC(=O)N2CCN(c3ccccc3)CC2)cc1	8%	-1%	3%	-4%	-4.0	0%	13	0.2
C[C@@H]1CN([C@@H](C)CO)C(=O)c2cc(C#CCN(C)C)cnc2O[C@H]1CN(C)Cc1ccc2c(c1)OCO2	0%	0%	4%	-4%	-2.7	-7%	10	0.0
CCCCn1c(N)c(N(C(=O)CSc2nnnn2-c2ccccc2C)C2CCCC2)c(=O)[nH]c1=O	8%	-1%	-19%	8%	-1.3	-7%	3	-0.5
Cc1c(NC(=O)C(C)OC(=O)c2ccc([N+](=O)[O-])s2)c(=O)n(-c2ccccc2)n1C (configuration not stated)	0%[11.6 µM]	6%	-29%	24%	0.5	-14%	-9	-1.5
CSc1nc(C)cc(Oc2ccc(=O)n(C)n2)n1	-6%	5%	1%	5%	-5.4	-10%	-3	-5.6
CCn1c2ccccc2c2cc(/C=C(/C#N)C(N)=S)ccc21	-26%	11%	-3%	-4%	1.4	-2%	-8	1.2
CC(C)C1NC(C(=O)O)Cc2c1[nH]c1ccccc21 (configuration not stated)	1%[57.1 µM]	-4%	-4%	-2%	-0.4	-14%	-1	1.3
CCCS(=O)(=O)Nc1ccc(N2CCCCC2)c(S(=O)(=O)Nc2ccccc2OC)c1	-16%	0%	3%	-2%	-4.8	24µM*	-6	0.4
COc1ccc(CNC(=O)CC[C@H]2O[C@@H](n3ccc(=O)[nH]c3=O)[C@H](O)[C@@H]2O)cc1	-10%	2%	-8%	-16%	0.1	-2%	1	-0.2
CCOC(=O)Nc1ccc2c(c1)N(C(=O)OCCN(C)C)c1ccccc1CC2	0%&1%	15%&7%	-15%&-20%	1%&5%	-2.3&0.9	?	-7&7	-0.3&1.3
CCCNC(=O)c1onc(CSc2ccccn2)c1C(=O)NCCC	-4%	-7%	-3%	-12%	-0.2	-2%	8	1.2
Cc1cc(C)c2c(c1)/C(=N/NS(=O)(=O)c1ccccc1)CCC2	-1%	-4%	-4%	10%	-1.0	0%	1	-1.5
